Vc quorum ag: induces V. cholerae light production without autoinducers | AID 588436 | V. cholerae BH1578 lux reporter, luminescence, 6 h | 0.16% of 350,000 active | activation, % at 18.7 µM; in the data active = activation mostly above about 9.7%, no sharp cut-off; also: not every result past the cut was called active; inactives centre near 0; reference of the scale not given here
MazF activator: increases E. coli MazEF RNase cleavage of RNA | FAM/BHQ RNA-DNA oligo cleavage fluorescence, 5 h | activation, % at 20 µM | 0.32% of 350,000 active | AID 504720; in the data active = activation above about 50%
Target sequence (P0AE70 whole entry, looked up): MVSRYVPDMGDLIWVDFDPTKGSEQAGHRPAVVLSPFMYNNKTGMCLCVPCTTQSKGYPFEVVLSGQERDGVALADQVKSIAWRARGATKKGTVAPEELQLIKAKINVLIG
Rv3671c protease: inhibits the M. tuberculosis serine protease Rv3671c. P9WHR9. inhibition, % at 5.96 µM. 0.048% of 320,000 active; in the data active = inhibition above about 38%;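 also: extracellular domain of Rv3671c used as enzyme; 0% = enzyme with DMSO and 100% = no enzyme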
Target sequence (P9WHR9 whole entry, looked up, the tested form may be a part): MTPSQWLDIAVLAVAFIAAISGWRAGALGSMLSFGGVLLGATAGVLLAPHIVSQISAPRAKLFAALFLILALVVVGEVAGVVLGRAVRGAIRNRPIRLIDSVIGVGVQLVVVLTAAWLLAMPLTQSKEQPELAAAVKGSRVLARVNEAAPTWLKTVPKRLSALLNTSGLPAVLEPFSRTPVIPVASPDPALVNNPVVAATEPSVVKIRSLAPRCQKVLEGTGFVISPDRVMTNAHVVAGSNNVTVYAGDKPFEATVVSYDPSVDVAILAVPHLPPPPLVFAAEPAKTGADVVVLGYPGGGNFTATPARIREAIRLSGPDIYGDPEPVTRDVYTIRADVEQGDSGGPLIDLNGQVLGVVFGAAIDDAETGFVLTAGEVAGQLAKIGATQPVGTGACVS
Y pestis TopoI: Y. pestis Topo-I inhibition via cleavage products; Y. pestis Topo-I cleavage product accumulation, plate reader; activity, % at 10 µM; 0.064% of 360,000 active; in the data active = activity above about 50%, passing the limit was not always enough; also: inactives centre near 2
3CLpro inhibitor: SARS-CoV 3CLpro protease inhibition; 0.14% of 290,000 active; inhibition, % at 6 µM; recombinant SARS-CoV 3CLpro, quenched FRET peptide cleavage; AID 1706; in the data active = inhibition above about 12%
VHR inh abs: inhibitors of human VHR1 phosphatase (DUSP3). P51452. recombinant VHR phosphatase, pNPP absorbance. inhibition, % at 13.3 µM. 0.52% of 290,000 active. AID 1654; in the data active = inhibition above about 50%; also: some compounds called inactive have numbers as strong as hits
Target sequence (P51452 whole entry, looked up): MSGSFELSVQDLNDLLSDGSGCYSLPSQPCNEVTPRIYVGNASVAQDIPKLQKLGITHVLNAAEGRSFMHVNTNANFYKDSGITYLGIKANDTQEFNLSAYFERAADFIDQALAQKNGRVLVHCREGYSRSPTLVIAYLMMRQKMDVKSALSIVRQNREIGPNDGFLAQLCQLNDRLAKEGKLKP
SSB-PriA inh: K. pneumoniae PriA-SSBct interaction inhibition; inhibition, % at 33 µM; AID 1272365; AlphaScreen SSBct-PriA binding, biotinylated peptide; 0.6% of 430,000 active; in the data active = inhibition mostly above about 37%, no sharp cut-off; inactive = mostly below about 20%;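 also: plate controls were negative control peptide for no effect and reference peptide for full effect; strong numbers were not always called active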
PfHsp40 yeast: restores yeast growth despite PfHsp40 toxicity; S. cerevisiae expressing PfHsp40, growth rescue, ATP luminescence; growth rescue, % at 12.5 µM; 0.68% of 340,000 active; in the data active = growth rescue above about 28%, passing the limit was not always enough;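 also: yeast W303a lacking pdr1 and pdr3 grown in galactose medium; growth measured after three days at 30 °C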
Anthrax LF inh2: inhibitors of Bacillus anthracis lethal factor protease. multiplex microsphere protease cleavage assay, LF. 0.12% of 360,000 active. inhibition, % at 10 µM; in the data active = inhibition above about 30%; also: plate controls were buffer without enzyme for full effect and enzyme alone for no effect
TcdB inh: blocks C. difficile toxin B glycohydrolase activity; P18177; TcdB glycohydrolase enzymatic assay, plate reader; inhibition, % at 9.99 µM; 0.24% of 350,000 active; AID 652162; in the data active = inhibition above about 10%
Active calls of the source: *; i = inactive; . = not tested or not shown; & = joins results of further samples. These rows are one share of the data. The share of hits here may be higher or lower than overall.

Second line of a record – 3CLpro inhibitor	Y pestis TopoI	Rv3671c protease	Anthrax LF inh2	Vc quorum ag	MazF activator	TcdB inh	PfHsp40 yeast	SSB-PriA inh	VHR inh abs
- Cc1ccc(NC(=O)Cn2nc(C(=O)Nc3ccc(C)cc3)ccc2=O)cc1
    -3	7	-49	0	-0.2	5	0.4	1.1	-12	18
- O=C(Nc1ccc(S(=O)(=O)N2CCOCC2)cc1)c1c(F)cccc1F
    2	-3	-4	-7	i	7	1.2	1.2	-24	14
- COC(=O)CCC(=O)NNC(=O)Cc1ccccc1
    0	4	-4	-3	-0.3	-4	-1.0	-1.8	-8	20
- COc1ccc(/C=N/NC(=O)c2cc(C)oc2C)cc1OCc1ccccc1
    -5	9	-15	-3	i	4	1.0	2.7	.	-3
- CC(C)(C)C(=O)N=C1SC2CS(=O)(=O)CC2N1c1ccc2c(c1)OCO2 (stereo not given)
    -9	-5	0	4	-0.7	7	.	-1.1	-3	2
- COC(=O)Cn1cnc2c(C#N)c3n(c2c1=O)CCCC3
    9	6	-3	0	i	5	.	1.1	-16	24
- O=C(NCc1ccccc1)C1CC(=O)N(C2CCCCCC2)C1 (stereo not given)
    2	2	-1	4	i	4	1.4	-1.0	-5	22
- C/C(=N\NC(=O)c1ccc(CSc2nc(C)cc(C)n2)cc1)C1CCCCC1
    1	20	-1	-1	-0.2	2	.	-1.7	.	8
- Cc1nnc(SCC(=O)N2CCc3ccccc32)n1-c1ccccc1
    0	10	-11	-1	-5.4	5	.	0.0	5	8
- O=C(c1ccc(F)cc1)N1CCC(n2nnc3ccccc32)CC1
    3	1	-7	-1	-0.3	3	0.7	-2.0	-4	-13
- O=C(NC1CCCc2ccccc21)c1ccc(F)cc1F (stereo not given)
    3	10	10	9	-0.2	11	1.7	-1.3	-17	-3
- CN(CC(=O)Nc1ccc(C#N)cc1)Cc1ccc(Cl)c(Cl)c1
    1	-4	-4	-2	i	-9	.	2.7	-27	9
- O=C(Nc1ccc(N2CCOCC2)cc1)c1cccc2ccccc12
    -2	-5	1	-1	i	-3	1.5	-0.6	-4	34
- COn1c(C)c(C(C)=O)c2c3no[n+]([O-])c3ccc21
    0	1	6	1	i	-2	.	-0.1	-8	20
- COc1ccc2[nH]c(=O)c(NC(N)=S)nc2c1
    4	-1	2	-3	-3.8	-1	0.7	0.0	10	-8
- COc1ccc(NC(=O)C(=S)N2CCCC2)cc1
    3	0	6	-5	-0.1	-1	-0.3	2.3	-1	1
- O=C(c1cccs1)N1C[C@@H](n2cc(C3CC3)nn2)[C@H](O)C[C@@H]1c1ccccc1
    .	7	.	-7	i	4	-2.7	.	.	.
- CSc1nnc(-c2cc(C)on2)n1-c1ccccc1
    2	-2	-9	3	-0.4	-2	.	-0.2	-6	-5
- Cn1c(SCC(=O)Nc2ccccc2Oc2ccccc2)nnc1C1CC1
    .	4	-10	0	-0.3	4	1.1	-0.8	5	.
- COCCCN1C(=O)c2ccccc2C1C(=O)NC1CCCCCC1 (stereo not given)
    4	-2	-6	1	i	-2	-6.9	0.5	-7	21
- O=C(COC(=O)COc1cccc(F)c1)NCCC1=CCCCC1
    4	9	3	5	i	-2	1.0	-1.4	-15	6
- CCn1c(SCC(=O)N2CCCCC2)nc2c(c1=O)SCC2
    3	9	-7	0	-2.9	2	-0.9	-1.2	-3	1
- CC1CC(C)CN(C(=O)CSc2nc(Cc3cccs3)nc3ccccc23)C1 (stereo not given)
    1	13	-2	6	i	-7	.	3.1	20	24
- C=CCOc1ccc(/C(O)=C2\C(=O)C(=O)N(CCCOC)C2c2ccncc2)cc1 (stereo not given)
    3	-10	6	-5	i	7	.	-2.8	.	-10
- CCCOC(=O)c1ccc(NC(=O)C(=O)NCC2CCCO2)cc1 (stereo not given)
    -2	-4	6	1	-0.8	4	0.0	-1.6	3	7
- Cc1ccc(C(=O)OC2=CC(=O)CC(C)(C)C2)cc1
    0	4	1	2	i	0	.	-0.5	-6	20
- CNc1nc(Nc2ccc(C)c(Cl)c2)nc(N)c1[N+](=O)[O-]
    2	-4	-47	-1	-0.4	12	.	1.2	15&13	-21
- O=C(NCCCN1CCCCC1)c1ccc2c(c1)ncn2C1CCCC1
    4	1	-2	0	-4.2	9	0.6	-0.9	-10	21
- CCCCC(=O)NCc1ccc(Cl)cc1
    -12	-3	-1	-1	i	6	.	0.0	-5	-10
- C[C@@H]1CN([C@H](C)CO)C(=O)CCCn2nncc2CO[C@H]1CN(C)C(=O)c1ccc2ccn(C)c2c1
    .	-10	.	-4	-0.4	3	0.9&-0.2	.	.	.
- Cc1nn(C)c(C(=O)N2CCc3ccccc32)c1Br
    2	1	-2	2	-0.2	3	.	-0.5	-2	-5
- Cc1cccc(NC(=O)CN2CCCCCC2)c1
    -2	-8	-7	4	i	1	-0.5	-1.7	9	17
- CC(=O)c1c(C(C)=O)c(C)n(-c2ccc(O)cc2)c1C
    3	5	2	-3	0.4	3	.	0.8	8	-7
- O=C(Nc1ccccc1O)c1ccc(NS(=O)(=O)c2cccc3cccnc23)cc1
    4	-5	-18	-6	-0.2	-12	0.1	-0.1	3	12
- CC(=O)Nc1ccc(S(=O)(=O)NCCC(=O)OCC(=O)N2CCN(C(=O)c3ccco3)CC2)cc1
    5	3	-5	-1	-0.5	1	-0.3	2.0	-1	16
- CN(CC(=O)Nc1ccc(Cl)cc1)C(=O)CNC(=O)Cc1cccc2ccccc12
    .	-6	2	2	i	2	1.2	-0.6	-14	.
- C(=NC12CN3CN(CN(C3)C1)C2)c1cccnc1
    -3	3	2	-1	-2.1	2	.	1.6	2	16
- CCOC(=O)c1c(-c2ccc(C)o2)csc1NC(=O)COC(=O)c1cccs1
    3	-1	-15	-4	-6.2	-3	.	9.0	-6	31
- COc1cccc(C2=NN(C(=O)CCCC(=O)O)C(c3cccs3)C2)c1 (stereo not given)
    -1	12	12	-7	0.5	2	-0.7	-1.4	1	-6
- COc1ccnc(Nc2ccc(C)c(C)c2)c1C#N
    4	3	-9	-2	12	3	2.0	0.8	-14	-4

Only 3CLpro inhibitor, TcdB inh and PfHsp40 yeast (2 entries from above):
SMILES	3CLpro inhibitor	TcdB inh	PfHsp40 yeast
Cc1cccc(NC(=O)CN2CCCCCC2)c1	-2	-0.5	-1.7
CC(=O)c1c(C(C)=O)c(C)n(-c2ccc(O)cc2)c1C	3	.	0.8

Carrying on:
Second line of a record – 3CLpro inhibitor	Y pestis TopoI	Rv3671c protease	Anthrax LF inh2	Vc quorum ag	MazF activator	TcdB inh	PfHsp40 yeast	SSB-PriA inh	VHR inh abs
- O=C(Cn1cnc2c(oc3ccccc32)c1=O)NCc1ccccc1
    0	-4	3	-8	1.7	7	1.4	-0.1	-5	15
- Cc1c(CC(=O)O)c(=O)oc2c(C)c3occ(-c4ccccc4)c3cc12
    3	6	-10	6	-0.6	-36	1.5	-1.0	-5	24
- O=C(Cc1ccc(Cl)cc1)NCCN1CCN(C(=O)Cc2ccc(Cl)cc2)CC1
    7	6	-5	-3	-2.5	3	2.3	1.2	-6	41
- COc1ccccc1C(=O)NC(CCSC)C(=O)NC1CCCCCC1 (stereo not given)
    -3	-6	6	-4	-0.5	-26	0.1	0.6	0	20
- C[C@@H]1CN([C@@H](C)CO)C(=O)c2cc(N(C)C)ccc2O[C@@H](C)CCCCO[C@@H]1CN(C)S(=O)(=O)c1cccs1
    .	35	.	1	i	5	-5.1&-11&-18	.	.	.
- CN(C)S(=O)(=O)Oc1ccsc1C(=O)Nc1cccc(Cl)c1
    6	-1	-1	16	-0.4	-2	.	5.7	-30	12
- O=C(O)CCc1nn2c3ccccc3n(CC(=O)c3ccccc3)c2nc1=O
    0	-7	0	-1	-2.5	1	.	1.5	0	26
- O=C1/C(=C\c2ccc(-c3ccccc3Cl)o2)SC(=S)N1CC1CCCO1 (stereo not given)
    -1	-4	2	59*	-0.6	-9	.	-0.9	-2	3
- COc1ccc(OC)c(C(c2nnnn2C2CCCC2)N2CCN(c3ccccc3F)CC2)c1 (stereo not given)
    0	24	1	3	i	7	.	-0.1	1	-6
- O=C(NCC1CCCO1)C1CCN(S(=O)(=O)N2CCCC2)CC1 (stereo not given)
    0	10	0	1	i	-1	.	-1.9	5	17
- Cc1ccc(C(=O)N/C(=C\c2ccc(Br)cc2)c2nc(=S)[nH][nH]2)cc1
    6	6	-61	18	i	0	1.3	2.2	32	31
- CCN(CC(=O)NCc1cccs1)S(=O)(=O)c1ccc([N+](=O)[O-])cc1
    1	9	-4	-3	3.6	-2	1.6	-1.1	-12	13
- CCn1c(NCc2ccco2)nc2c1c(=O)n(C)c(=O)n2C
    1	3	-12	1	-12	40	.	1.0	-14	-16
- COc1ccc(Cl)cc1NC(=O)CN(C)C(=O)C1CCN(C(=O)Nc2ccccc2)CC1
    .	-3	-2	-8	i	10	1.4	-0.4	2	.
- C=CCN(Cc1cc(OC)ccc1OC)C(=O)c1cc2ccc(OC)cc2[nH]1
    -1	24	.	-16	-0.3	-10	2.3	2.0	13	40
- COc1ccc(CCNc2oc(-c3cccc4ccccc34)nc2P(=O)(OC)OC)cc1OC
    1	1	3	-3	-0.4	2	1.1	-2.0	0	-10
- CC(C)(C)C(=O)O[C@H]1CC[C@@]2(C)C(=CC(=O)C3C2CC[C@]2(C)C(=O)[C@@H](F)CC32)C1 (stereo not given in full)
    .	0	-5	-2	-15	-3	0.9	-0.5	-2	.
- Clc1ccc(CN2CCC(Cc3ccccc3)CC2)cc1
    3	3	2	-2	-0.4	-10	0.8	2.5	-12	10
- C=CCNC(=O)CC(=O)N/N=C/c1ccccc1F
    5	0	-5	5	i	-6	.	0.1	.	10
- O=c1[nH]nc2c3ccccc3cnn12
    1	2	-1	-1	i	0	.	1.2	-12	8

Sorted by SMILES length (smallest number first): part of the list above
Second line of a record – 3CLpro inhibitor	Y pestis TopoI	Rv3671c protease	Anthrax LF inh2	Vc quorum ag	MazF activator	TcdB inh	PfHsp40 yeast	SSB-PriA inh	VHR inh abs
- O=c1[nH]nc2c3ccccc3cnn12
    1	2	-1	-1	i	0	.	1.2	-12	8
- O=C(O)CCc1nn2c3ccccc3n(CC(=O)c3ccccc3)c2nc1=O
    0	-7	0	-1	-2.5	1	.	1.5	0	26
- O=C1/C(=C\c2ccc(-c3ccccc3Cl)o2)SC(=S)N1CC1CCCO1 (stereo not given)
    -1	-4	2	59*	-0.6	-9	.	-0.9	-2	3

Continued:
Second line of a record – 3CLpro inhibitor	Y pestis TopoI	Rv3671c protease	Anthrax LF inh2	Vc quorum ag	MazF activator	TcdB inh	PfHsp40 yeast	SSB-PriA inh	VHR inh abs
- Cc1ccc(C)c(N2CCN(CCCNC(=O)Cn3cc4c(n3)CCC(C)C4)CC2)c1 (stereo not given)
    -2	28	1	-11	-0.4	4	1.7	0.4	-12	32
- CN1CCN(Cc2oc(CO)cc(=O)c2O)CC1
    6	1	2	0	.	2	.	0.6	-6	22
- CCOC(=O)C1=CNS(=O)(=O)NC1c1ccc2ccccc2c1 (stereo not given)
    .	2	.	6	i	9	0.6	1.0	-5	.
- Cc1ccc(C(=O)N2CCN(C(=O)CN3CCCC3)C2)cc1
    4	-7	6	1	i	0	.	-0.1	-13	-13
- CCCCN(C)CCCNC(=O)CCn1nc(-c2ccccc2)ccc1=O
    -2	-1	-1	1	-0.7	9	-0.3	-0.5	-11	-3
- CCCCC(=O)NC(NC(=O)CCCC)c1ccc(OCCC)c(OC)c1
    -1	-3	7	-1	i	-4	.	-1.8	-12	-8
- O=C(COC(=O)c1cccc(S(=O)(=O)N2CCc3ccccc32)c1)Nc1ncc(Cl)cc1Cl
    1	3	0	-2	i	-9	0.3	0.2	-10	-10
- CCOc1cc(S(=O)(=O)Nc2ccncc2)ccc1F
    -2	1	1	4	i	8	-0.1	-0.1	-5	8
- CCc1ccccc1NC(=O)CSc1nc(C)c(C)o1
    3	12	.	-4	i	5	1.6	0.4	-6	9
- Cc1ccc(C(=O)NC2CCCCC2)cc1S(=O)(=O)N1CCCC1
    -7	8	-1	-1	-0.8	8	1.5	-2.2	-4	23
- O=C(CN1CCOCC1)NN=C1CCCCCCCCCCC1
    4	-6	0	-2	-0.3	-7	-0.8	-1.8	-7	-5
- COc1cccc(COC(=O)C2CCN(S(=O)(=O)c3cccs3)CC2)c1OC
    .	20	4	-3	-0.3	-2	0.6	0.1	-3	.
